# Screening results (PubChem BioAssay)
# CaV13 FRET inh: Primary screen for inhibitors of IQ motif and Ca2+-dependent inactivation inhibitor domain binding in CACNA1D, Förster resonance energy transfer in living cells, … | 0.098% of 340,000 active | HEK cells, CFP/YFP FRET ICDI-IQ, plate reader, 10 min; percent FRET-ratio fall versus neutral wells | AID 743397 | inhibition, % at 12.3 µM;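 active = mean replicate inhibition of at least 30% and at least 1% of replicates passing that level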;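 note: 0% = median of the neutral control wells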
# Cardio protect: cardioprotection against H2O2-induced cell death, primary screen, uHTS, H9c2 cells, ATPLite luminescence; protection from H2O2 cell death, % at 20 µM; 0.63% of 360,000 active; H9c2 cardiomyocytes, H2O2 injury protection, 2 h;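 active = compounds giving at least 50% protection of heart cells from peroxide-induced death in the single-dose screen, raw or plate-pattern-corrected value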;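 note: 0% = DMSO wells with peroxide and 100% = DMSO wells without peroxide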
# Granule exo inh: LAMP-1 surface exposure blockers, TALL-104 cells – cell-based, flow cytometry, MLPCN library, primary screen | TALL-104 LAMP-1 surface exposure; cells stimulated with thapsigargin and PMA | inhibition, % at 10 µM | 0.66% of 360,000 active | AID 651702, 2012;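 active = inhibition above about 55%, limit read from the data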
# N-glyco inh: increase of ERlucT glycosylation luciferase signal, primary screen, N-linked glycosylation inhibitor project, D54 ERlucT cells, luminescence, set 2; reporter increase, % at 12.5 µM; AID 588692, 2011; 0.23% of 360,000 active; D54 ERlucT glycosylation luciferase reporter, 24 h; percent of 100 nM tunicamycin response;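 active = mean luciferase reporter signal, scaled so untreated is 0 and the glycosylation-blocking control 100, at or above a set limit in every replicate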;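 note: luciferase carries N-glycosylation sites so blocking glycosylation raises the light; 0% = median of neutral control wells and 100% = median of 100 nM tunicamycin wells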
# ABCB6 inh MLPCN: ABCB6 transporter inhibitors, primary screen, K562-ABCB6 cells, flow cytometry, MLPCN library. K562-ABCB6 porphyrin accumulation, 1 h; hits give low values. fluorescence ratio to DMSO, % at 10 µM. AID 602162, 2011. ATP-binding cassette sub-family B member 6 (Homo sapiens), Q9NP58. 0.19% of 360,000 active;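 active = fluorescence ratio to DMSO below 75%, the collection mean minus 3 SD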;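 note: signal is porphyrin accumulated inside mitochondria; 100% equals median channel fluorescence of DMSO control wells; lower ratio means ABCB6 inhibition with less porphyrin fluorescence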
# PDI inh: inhibitors of human PDI, primary screen, biochemical, turbidity, single point, plate reader; Protein disulfide-isomerase (Homo sapiens), P07237; PDI insulin aggregation turbidity, A650, 90 min; inhibition, % at 10 µM; 0.052% of 350,000 active;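 active = mean inhibition across replicates of 30% or more, whatever share of single replicates reach that level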;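 note: absorbance from insulin aggregation driven by PDI reduction with DTT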
# Target sequence (P07237 whole entry, looked up): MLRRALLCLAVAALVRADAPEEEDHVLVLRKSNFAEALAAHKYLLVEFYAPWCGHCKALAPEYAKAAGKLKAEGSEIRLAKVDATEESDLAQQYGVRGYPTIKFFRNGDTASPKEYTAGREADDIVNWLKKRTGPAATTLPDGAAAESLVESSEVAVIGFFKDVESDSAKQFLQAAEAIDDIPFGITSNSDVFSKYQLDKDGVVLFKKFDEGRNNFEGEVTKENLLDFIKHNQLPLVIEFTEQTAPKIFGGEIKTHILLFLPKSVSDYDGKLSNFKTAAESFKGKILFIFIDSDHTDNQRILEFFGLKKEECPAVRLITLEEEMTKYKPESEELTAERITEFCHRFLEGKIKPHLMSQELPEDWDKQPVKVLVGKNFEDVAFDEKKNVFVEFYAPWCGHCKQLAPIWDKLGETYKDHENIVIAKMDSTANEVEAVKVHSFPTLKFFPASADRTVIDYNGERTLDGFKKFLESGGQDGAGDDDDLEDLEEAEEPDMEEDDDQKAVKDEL
# MC4R antagonist: MC4R antagonists of cAMP signaling, primary screen, cell-based, TR-FRET, antagonist arm of biased-ligand search | Melanocortin receptor 4 (Homo sapiens), P32245 | MC4R-expressing cells, MTII-stimulated cAMP, LANCE TR-FRET | inhibition, % at 6.5 µM | 0.48% of 360,000 active;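 active = inhibition above its plate's cutoff, the mean of tested wells on that plate plus 3 SD, cut at about 29% in these data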;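 note: 0% = Melanotan II alone and 100% = Melanotan II plus saturating MCL0020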
# Target sequence (P32245 whole entry, looked up): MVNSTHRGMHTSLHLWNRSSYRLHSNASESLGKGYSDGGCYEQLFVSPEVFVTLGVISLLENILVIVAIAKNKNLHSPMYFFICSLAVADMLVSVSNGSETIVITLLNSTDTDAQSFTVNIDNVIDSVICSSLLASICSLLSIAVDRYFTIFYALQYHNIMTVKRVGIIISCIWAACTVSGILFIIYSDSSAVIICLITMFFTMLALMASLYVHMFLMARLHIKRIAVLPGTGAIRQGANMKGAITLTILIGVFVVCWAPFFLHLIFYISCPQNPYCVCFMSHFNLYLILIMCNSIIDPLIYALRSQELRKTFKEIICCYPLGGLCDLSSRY
#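 material = U2OS cells stably expressing human melanocortin 4 receptor (MC4R) | also added = Melanotan II challenge | dosing = single nominal compound dose of 6.5 µM | detection = TR-FRET with Eu-cAMP and labeled anti-cAMP, 671 nm | replication = singlicate | timing = compound 30 min, challenge 1 h, detection 1 h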
# m5-HT2A agonist: mouse Htr2a agonists via beta-arrestin recruitment, primary screen, cell-based, luminescence. 5-hydroxytryptamine receptor 2A (Mus musculus), P35363. 0.66% of 360,000 active. AID 624169, 2012. activation, % at 7.6 µM. CHO-K1 mHTR2A beta-arrestin complementation; percent of 30 µM serotonin response;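 active = activation above a run cutoff, the mean activation of all tested compounds plus 3 SD, cut at about 14% in these data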;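 note: 0% = plate median of compound wells and 100% = 30 µM serotonin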
# ABHD5-PLIN5 inh: ABHD5-PLIN5 interaction inhibitors, primary screen, cell lysate, split luciferase complementation, luminescence; Perilipin-5 (Homo sapiens) + 1-acylglycerol-3-phosphate O-acyltransferase ABHD5 (Homo …; Split G. princeps luciferase complementation, 4 h; inhibition, % at 4 µM; 0.78% of 360,000 active; AID 602281, 2012;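 active = inhibition above the mean inhibition across every tested compound plus 3 SD, cut at about 22% in these data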;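 note: 0% = DMSO only wells and the 100% control is not disclosed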
# MC4R barr agon: MC4R agonists recruiting beta-arrestin, primary screen, cell-based, luminescence, agonist arm of biased-ligand search; U2OS MC4R beta-arrestin complementation; percent of melanotan II response, DMSO zero; activation, % at 8.9 µM; 0.98% of 360,000 active;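 active = activation above a per-plate cutoff, the mean activation of sample wells on that plate plus 3 SD, cut at about 8% in these data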
# Active calls of the source: *; · = no result given; & = joins results of further samples.
SMILES,CaV13 FRET inh,Cardio protect,Granule exo inh,N-glyco inh,ABCB6 inh MLPCN,PDI inh,MC4R antagonist,m5-HT2A agonist,ABHD5-PLIN5 inh,MC4R barr agon
CCn1c(SCC(=O)c2ccccc2)nc2c(c1=O)SC(C)C2 (stereo unspecified),·,9,3,0,100,2,12,-7,1,0.9
O=C(Nc1ccncc1)c1cn(-c2ccccc2)nc1-c1cccs1,-5,-2,-1,9,99,-8,10,-2,10,2.3
O=[N+]([O-])c1ccc(/C=N/Nc2nc(N3CCOCC3)nc(N3CCOCC3)n2)cc1,·,3,-1,0,95,8,-3,-3,2,-1.6
O=S1(=O)N=C(N/N=C/c2ccco2)c2ccccc21,1,1,4,3,103,8,8,0,1,-4.6
OCC[C@@H]1C[C@@H](O)[C@H](O)[C@]2(CCc3ccccc3O2)O1,-10,5,-18,-1,106,1,3,0,5,0.1
Cc1ccc(S(=O)(=O)N(CC(=O)NCc2ccccc2Cl)C(=O)N2CCN(C)CC2)cc1,-6,0,-2,0,97,-1,5,-6,4,-0.7
O=C(COC(=O)c1ccc[nH]c1=O)Nc1ccc2c(c1)OC(F)(F)O2,6,-8,-4,1,99,0,3,-1,-5,-2.0
CC1=C(C(=O)OCC2CCCO2)C(c2cccc(C(F)(F)F)c2)C2=C(CC(c3ccco3)CC2=O)N1 (stereo unspecified),-5,-9,0,1,95,10,8,-6,-2,0.7
COc1cc2c(cc1NC(=O)c1ccccc1F)CCCC2,-5,-1,19,4,99,3,-1,3,1,0.5
Cc1ccc2[nH]c(=O)c(CN(CC3CCCO3)C(=O)c3cccs3)cc2c1 (stereo unspecified),-7,4,-3,0,95,-3,0,4,-5,-0.4
CCOC(=O)c1ncn2c1[C@@H]1CCNC1C(=O)c1cc(OC)ccc1-2 (stereo partly specified),-6,3,-1,-1,97,0,0,-5,-8,-0.3
Cc1ccc(OCC(=O)N/N=C/c2ccco2)cc1,-7,1,0,0,94,-3,-8,1,5,0.2
COc1cc(OC)cc(C(=O)N[C@H](C(=O)OCC(=O)c2ccc3c(c2)NC(=O)CO3)C(C)C)c1,-5,6,-2,0,93,-8,10,2,-3,-1.6
COc1cc(/C=C2/N=C(c3ccccc3)OC2=O)c(F)cc1OCc1ccccc1,-7,0,-6,0,97,-8,-2,-1,-9,-1.3
Cc1ccc2nsnc2c1S(=O)(=O)Nc1ccccc1C(=O)O,-1,1,11,3,94,-2,-4,-1,0,-2.5
O=C(Nc1ccc(F)cc1)Nc1sccc1-c1nc2ccccc2s1,-18,-3,6,-5,109,-4,3,-6,-5,25*
c1ccc2c(c1)ccc1nnc(SCc3ccc4c(c3)OCO4)n12,-7,-5,-1,-1,101,-13,-5,3,6,-0.4
COc1ccccc1C(=O)C1CCCN(C(=O)c2cc(C(C)C)no2)C1 (stereo unspecified),6,-2,2,1,96,3,5,10,3,0.1
COc1ccc(C(=O)N/N=C/c2ccc(N(C)c3ccccc3)cc2)cc1,-3,-4,3,-8,99,-4,4,-6,1,0.9
COc1ccc(Cn2nnnc2C(c2ccccc2Cl)N2CCC(C(N)=O)CC2)cc1 (stereo unspecified),-6,12,0,0,101,7,12,-1,4,-1.7
COCCn1c(Cc2ccccc2)nnc1SCC(=O)NC(C)C,·,5,0,2,98,1,-1,-1,-5,-1.8
COc1ccccc1-c1noc(-c2cc(OC)c(OC)c(OC)c2)n1,-4,28,1,4,87,2,2,-1,2,0.6
CCC(C(=O)Nc1ccccc1OC)n1c(C(=O)OC)cc2ccsc21 (stereo unspecified),·,-7,-2,-3,127,-1,20,-4,-6,2.6
COCCNC(=O)c1ccc(N2CCCCC2)c(NS(=O)(=O)c2ccc(C)cc2)c1,·,-1,-3,-2,105,5,-1,-6,6,-0.8
CN1CCC(OC(=O)COc2ccc(Cl)cc2Cl)CC1,-3,-2,-2,2,96,1,2,-7,-4,-1.2
O=S(=O)(NCC1CCCO1)c1ccccc1F (stereo unspecified),-6,-2,-4,1,98,14,3,-5,-1,-2.3
COc1cc(Nc2ccccn2)cc(C(=O)Nc2cccc(C(F)(F)F)c2)c1,-4&-8,2&10,-4&-7,-7&-3,93&88,2&4,3&-1,-5&-7,4&-7,2.2&2.5
COc1cccc(/C=C/C(=O)NCc2cn3cc(Cl)ccc3n2)c1,-18,-2,6,0,85,2,-8,0,5,5.4
O=C(CCl)N1CCN(S(=O)(=O)c2ccc3c(c2)CCC3)CC1,-6,-7,0,10,95,30,11,-2,-7,-1.2
COc1cccc(-n2c(=S)[nH]c3c(oc4ccccc43)c2=O)c1,-10,-9,-1,0,105,-4,0,3,4,-2.2

# Some of these compounds in order of the ABHD5-PLIN5 inh value, high to low:
SMILES	CaV13 FRET inh	Granule exo inh	N-glyco inh	ABCB6 inh MLPCN	PDI inh	MC4R antagonist	m5-HT2A agonist	ABHD5-PLIN5 inh	MC4R barr agon
c1ccc2c(c1)ccc1nnc(SCc3ccc4c(c3)OCO4)n12	-7	-1	-1	101	-13	-5	3	6	-0.4
COc1cccc(/C=C/C(=O)NCc2cn3cc(Cl)ccc3n2)c1	-18	6	0	85	2	-8	0	5	5.4
COc1cccc(-n2c(=S)[nH]c3c(oc4ccccc43)c2=O)c1	-10	-1	0	105	-4	0	3	4	-2.2

# Following part.
SMILES,CaV13 FRET inh,Cardio protect,Granule exo inh,N-glyco inh,ABCB6 inh MLPCN,PDI inh,MC4R antagonist,m5-HT2A agonist,ABHD5-PLIN5 inh,MC4R barr agon
C=CCNC(=O)/C(=C\c1cccc([N+](=O)[O-])c1)NC(=O)c1ccccc1,-20,-2,1,1,105,-2,0,6,3,-0.2
Cn1cc(S(=O)(=O)N2CCN(c3ccc(F)cc3)CC2)c(=O)n(C)c1=O,-3,17,3,0,93,·,-2,2,3,-0.3
CCOc1ccc(N/C=C/C(=O)c2ccc(OC)cc2)c([N+](=O)[O-])c1,-6,-3,1,-1,101,-6,12,1,-14,-0.8
COc1cc(C(=O)NNC(=S)NC(=O)c2ccc(F)cc2)cc(OC)c1OC,-20,2,2,1,100,6,-4,-3,-10,-3.2
O=C(N/N=C/c1cccc([N+](=O)[O-])c1)c1cc(-c2ccc3c(c2)OCO3)n[nH]1,-4,-1,-12,-5,89,4,2,6,-5,3.0
O=C(CCN1C(=O)NC2(CCCC2)C1=O)Nc1ccc(Sc2ccc(Br)cc2)cc1,-5,-1,4,-1,101,-4,9,-6,4,-0.7
COc1ccc(C(=O)C2CCN(C(=S)NCCc3ccccc3)CC2)cc1,-6,-11,0,0,124,3,9,-3,-2,-0.5
Cc1ccc(C)c(NC(=O)CSc2cccc3cccnc23)c1,0,-4,-10,-1,99,17,2,11,-6,-0.9
CN(Cc1ccccc1)CC(O)COc1ccc(CNCc2ccc(Cl)s2)cc1 (stereo unspecified),-6,2,2,-3,105,-4,11,-6,6,3.7
CCOc1cc(C(=O)N/N=C(\C)Cc2ccc(OC)cc2)cc(OCC)c1OCC,-3,2,2,-1,94,-4,-25,0,-5,-3.2
O=C(COC(=O)c1ccco1)Nc1nnc(-c2ccccc2)o1,-15,1,-7,1,91,11,0,1,5,-0.1
COc1ccc(S(=O)(=O)NCc2ccc(C(=O)N3CCc4ccccc4C3)cc2)cc1,-3,-9,-3,-4,92,-4,6,2,5,-1.5
CC12CCC(=O)N1C(C(=O)OCC(=O)Nc1ccc(S(N)(=O)=O)cc1)CS2 (stereo unspecified),-5,-4,1,-1,93,-7,5,2,0,-2.3
COc1ccc(NC(=S)N2CCC(NC(=O)c3ccc(F)cc3)CC2)cc1,-5,-2,8,0,98,1,11,-5,-6,0.0
COc1cc(C(=O)NC2Cc3ccccc3C2)ccc1OC1CCN(C(C)=O)CC1,-6,1,5,-1,101,-7,-2,8,-5,-1.6
CCOC(=O)/C(C#N)=C\C1=C(N2CCOCC2)CC(C)(C)OC1,1,-5,-1,1,101,-13,-9,1,1,-0.2
COc1cc(/C=C/C(=O)OCC(=O)Nc2ccc3c(c2)OCO3)ccc1O,-5,10,-2,5,102,4,-4,4,-4,-1.4
Cc1nc2ccc(S(=O)(=O)NCC(=O)N3CCN(c4ccccc4)CC3)cc2s1,·,-9,0,-1,·,-12,-1,1,3,-0.9
COc1ccc(CNC(=O)CN(C(=O)CCC(=O)Nc2ccccn2)c2ccc(C)cc2)cc1,-8,2,4,0,96,-13,8,30*,12,-2.1
Cc1ccc(Cl)cc1NC(=O)CCCN1C(=O)c2cccnc2C1=O,-1,2,-6,2,99,1,4,-3,0,-1.6
COc1ccc(S(=O)(=O)N2CCC[C@H]2C(=O)N2CCC[C@H]2C(=O)NCc2ccncc2)cc1C,-9,·,-1,·,96,·,·,4,5,·
CN(C(=O)c1cccc(NC(=O)Cc2ccc(NC(=O)C3CCN(C(=O)C4CCC4)CC3)cc2)c1)C1CCCCC1,-3,-2,58*,-4,100,13,-1,9,0,-1.0
Nc1n[nH]c(N)c1N=Nc1ccc(Cl)cc1Cl,-5,-5,2,5,97,-11,-12,-2,5,0.3
O=C(NC1=NCCS1)c1cc(-c2cccs2)nc2ccccc12,-3,25,-1,-4,94,2,0,1,5,-2.2
NC(=O)CC(NC(=O)c1cccc(Br)c1)c1ccc(N2CCC(N3CCCCC3)CC2)c([N+](=O)[O-])c1 (stereo unspecified),-10,10,3,0,95,-3,7,-11,-5,-2.9
Brc1ccc2ncnc(NCc3cccnc3)c2c1,-1,-8,0,-12,99,-4,5,10,15,3.0
CCc1nc2ccc(C(=O)N3CCN(c4ccccc4F)CC3)cc2nc1CC,-6,7,1,1,105,11,-1,-2,3,-0.7
CCOC(=O)N(C)c1c(CC)nc2c(OCc3ccccc3C)cccn12,-5,2,-15,-2,91,-3,-5,-7,-1,0.2
COc1ccc(S(=O)(=O)CCC(=O)N2CCN(c3cccc(Cl)c3)CC2)cc1,-3,-3,17,2,99,-4,13,-3,7,-1.1
COc1ccccc1-c1cc(NC(C)=O)c2ncc(-c3cccc(C(F)(F)F)c3)n2c1,-8,8,47,2,98,1,10,-2,-5,25*
CNC(=S)NNC(=O)COc1ccc(C)c(C)c1,-4,-13,0,2,95,-2,-4,4,-3,0.1
O=C(N/C=N/O)C(c1ccccc1)c1ncc(C(F)(F)F)cc1Cl (stereo unspecified),-21,-1,-1,-1,97,-5,11,0,-2,-1.1
CSc1ccccc1NC(=O)CN(C)C(=O)Cn1c(=O)oc2ccccc21,-4,5,0,2,104,-2,-4,-1,0,-2.8
CCOC(=O)[C@H]1[C@H]2COc3ccc(OC)cc3[C@@H]2N2C(=O)c3ccc(Cl)cc3NC(=O)[C@@]12C,-10,5,0,1,95,2,14,-2,-6,0.1
